Source: PubChem (several laboratories)
CRFBP-R2 block – antagonists of CRF-binding protein/CRF-R2 receptor complex | inhibition, % at 11.8 µM | AID 588475 | HEK293 CRF-R2/CRF-BP, CRF-induced calcium fluorescence | 350,000 tested, 0.59% active;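 active means inhibition of the ligand-induced calcium signal above about 50% at the single tested concentration, limit read from the data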
PHOSPHO1 inh – PHOSPHO1 (human) inhibition; 290,000 tested, 1.1% active; Q8TCT1; recombinant PHOSPHO1, absorbance phosphatase assay; inhibition, % at 13.3 µM; AID 1565; in the data active means inhibition above about 60%
Target sequence (Q8TCT1 whole entry, looked up): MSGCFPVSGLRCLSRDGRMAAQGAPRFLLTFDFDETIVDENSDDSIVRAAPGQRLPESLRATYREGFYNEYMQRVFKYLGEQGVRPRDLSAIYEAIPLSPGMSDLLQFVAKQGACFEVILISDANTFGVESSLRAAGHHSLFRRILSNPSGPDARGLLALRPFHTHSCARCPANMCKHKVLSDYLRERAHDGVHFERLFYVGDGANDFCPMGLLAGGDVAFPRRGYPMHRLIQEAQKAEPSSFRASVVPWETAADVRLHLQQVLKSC
IDE inh – cellular human IDE inhibition. P14735. HEK cells, FAbetaB cleavage, fluorescence polarization. inhibition, % at 5.59 µM. 320,000 tested, 0.41% active;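 active means percent inhibition above the average of all tested compounds plus 3 SD, set per screening campaign, cut at about 16% in these data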;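 further: IDE supplied by intact live HEK cells; FP after avidin binding of uncleaved biotin substrate so inhibition keeps polarization high; 0% = DMSO wells and 100% = 60 µM reference IDE inhibitor Ii1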
pCIP destab – p/CIP protein destabilization; Q05BA5; F442A p/CIP-EGFP cells, EGFP fluorescence, 16 h; decrease of EGFP signal, % at 10 µM; 290,000 tested, 0.01% active;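 active means EGFP signal decrease of at least 30% at 10 µM or well 3 SD below plate mean, unless failing retest; inactive means the rest, including hits failing retest or dose response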; further: some compounds called inactive have numbers as strong as hits; many of its hits are not listed in these tables
GalR3 antagonist – human GalR3 antagonism; 360,000 tested, 0.44% active; HEK293 GalR3-CNG cAMP membrane potential fluorescence; galR3 body fused to GalR1 C-terminus; O60755; inhibition, % at 3 µM;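 active means inhibition above the screen-wide average plus 3 SD, cut at about 13% in these data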;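 further: forskolin and galanin both at EC90 stimulate the cells; cAMP rise reported by CNG channel membrane potential dye signal; 0% = forskolin plus galanin with DMSO and 100% = forskolin alone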
Target sequence (O60755 1-299 limits assumed): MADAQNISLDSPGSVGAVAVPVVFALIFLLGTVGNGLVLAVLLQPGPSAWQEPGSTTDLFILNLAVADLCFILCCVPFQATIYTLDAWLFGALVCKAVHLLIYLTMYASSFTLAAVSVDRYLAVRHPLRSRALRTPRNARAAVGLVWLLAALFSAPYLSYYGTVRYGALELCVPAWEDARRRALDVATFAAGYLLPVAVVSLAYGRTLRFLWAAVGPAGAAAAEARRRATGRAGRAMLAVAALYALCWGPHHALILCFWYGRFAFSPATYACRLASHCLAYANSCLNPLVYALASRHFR
MEKK3 PB1 HTS – raises or lowers MEK5 binding to the human MEKK3 PB1 domain | Q99759 | bead-based flow cytometry, Alexa488-MEK5 binding to MEKK3; actives lie on both sides; 0 = blocked by unlabeled MEK5, 100 = vehicle | binding response (% of control), % at 10 µM | 290,000 tested, 1.4% active | AID 1529;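 active means binding response more than 3 SD above or below the average of its plate-row segment, actives on both sides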;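 further: Alexa488 bead fluorescence after subtracting the streptavidin-only scavenger bead signal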
IDE cell activ – activators of human insulin-degrading enzyme in cells; HEK cells, FAbeta-B cleavage, fluorescence polarization; 0% vehicle, 100% cell-free pure enzyme wells; activation, % at 5.96 µM; 340,000 tested, 0.073% active; AID 493087;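 active means activation above the mean of all tested compounds plus 3 SD, set per screening campaign, cut at about 17% in these data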
CRFBP-R2 agonist – CRF-BP/CRF-R2 complex agonism; AID 588473; HEK293 CRF-R2/CRF-BP, calcium dye fluorescence (FLIPR); percent of saturating CRF peptide response; 350,000 tested, 0.46% active; activation, % at 13.2 µM;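 active means activation of at least 50%, plus an integration ratio under a set limit after plate pattern correction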;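 further: plate controls were neutral control wells without compound for no effect and CRF at EC100 for full effect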
CHRM4 PAM – CHRM4 positive allosteric modulation. activation, % at 3 µM. CHO-K1 hM4/Gqi5, Fluo-8 calcium fluorescence, ACh EC20; 0% = ACh EC20, 100% = maximal ACh. P08173. 360,000 tested, 0.4% active;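 active means activation above its plate's cutoff, the mean activation of sample wells plus 3 SD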; further: some results filed as inactive read as strong as hits
Target sequence (P08173 whole entry, looked up): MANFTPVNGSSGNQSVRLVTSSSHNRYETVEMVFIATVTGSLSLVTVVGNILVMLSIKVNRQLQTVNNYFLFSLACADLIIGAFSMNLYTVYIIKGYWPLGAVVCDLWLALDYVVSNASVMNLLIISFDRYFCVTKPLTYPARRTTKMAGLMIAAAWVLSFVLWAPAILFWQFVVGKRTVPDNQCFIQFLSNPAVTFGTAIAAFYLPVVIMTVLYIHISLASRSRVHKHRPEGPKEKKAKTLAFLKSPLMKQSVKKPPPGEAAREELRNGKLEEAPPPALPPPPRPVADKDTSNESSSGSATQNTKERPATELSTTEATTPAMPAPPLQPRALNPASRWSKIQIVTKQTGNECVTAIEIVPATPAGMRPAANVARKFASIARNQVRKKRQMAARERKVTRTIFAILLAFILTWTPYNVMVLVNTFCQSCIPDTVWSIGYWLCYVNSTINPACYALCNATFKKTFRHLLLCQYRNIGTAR
* hit, by the source's call. Not a hit list. Share with any hit: about 4.2%.

What do the screens show for `Cc1ccc(C)c(OCC(=O)Nc2c[nH]c(=O)[nH]c2=O)c1`?
CRFBP-R2 block: 18; PHOSPHO1 inh: -4; IDE inh: 4; pCIP destab: 11; GalR3 antagonist: -3; MEKK3 PB1 HTS: 109; IDE cell activ: 4; CRFBP-R2 agonist: -0.2; CHRM4 PAM: 1

What do the screens show for `COC(=O)c1ccc(C(C(=O)NC2CCCCC2)N(C(=O)Cc2cccs2)C2CC2)cc1` (stereo unspecified)?
CRFBP-R2 block: -60; PHOSPHO1 inh: 40; IDE inh: -3; pCIP destab: -14; GalR3 antagonist: 4; MEKK3 PB1 HTS: 101; IDE cell activ: 5; CRFBP-R2 agonist: 1.0; CHRM4 PAM: 3

Results for Cc1ccccc1/C=N/NC(=O)c1cccnc1 ?
CRFBP-R2 block: -4; PHOSPHO1 inh: 14; IDE inh: -3; pCIP destab: -7; GalR3 antagonist: 0; MEKK3 PB1 HTS: 111; IDE cell activ: 2; CRFBP-R2 agonist: 1.5; CHRM4 PAM: 2

Results for CCOC(=O)c1cnc2c(Cl)cc(Cl)cc2c1NCCCN1CCOCC1 ?
CRFBP-R2 block: -10; PHOSPHO1 inh: -2; IDE inh: -5; pCIP destab: -6; GalR3 antagonist: -6; MEKK3 PB1 HTS: 98; IDE cell activ: 3; CRFBP-R2 agonist: -3.1; CHRM4 PAM: 4

Results for COc1ccc(CCNC(=O)c2nnc(Cc3c(F)cccc3Cl)o2)cc1OC ?
CRFBP-R2 block: -12; PHOSPHO1 inh: -42; IDE inh: 7; pCIP destab: 4; GalR3 antagonist: -6; MEKK3 PB1 HTS: 99; IDE cell activ: 3; CRFBP-R2 agonist: -1.2; CHRM4 PAM: -6

Results for COC(=O)c1ccc(/C=C/c2ccc3cccc(OC)c3n2)cc1 ?
CRFBP-R2 block: -4; PHOSPHO1 inh: 1; IDE inh: 8; pCIP destab: 9; GalR3 antagonist: -5; MEKK3 PB1 HTS: 108; IDE cell activ: 2; CRFBP-R2 agonist: -1.1; CHRM4 PAM: 12

What do the screens show for `COc1ccccc1N1CCN(S(=O)(=O)CCNC(=O)CCCc2ccccc2)CC1`?
CRFBP-R2 block: -8; IDE inh: 8; GalR3 antagonist: 5; IDE cell activ: 4; CRFBP-R2 agonist: -3.8; CHRM4 PAM: -10

Results for O=C(Cc1ccccc1)NCCSCc1ccco1 ?
CRFBP-R2 block: 10; PHOSPHO1 inh: 50; IDE inh: -4; pCIP destab: -6; GalR3 antagonist: -10; MEKK3 PB1 HTS: 102; IDE cell activ: -4; CRFBP-R2 agonist: -2.3; CHRM4 PAM: 9

Results for CC1CCc2cc(F)ccc2N1S(=O)(=O)c1ccc(Cl)nc1 (stereo unspecified) ?
CRFBP-R2 block: 41; PHOSPHO1 inh: 12; IDE inh: 1; pCIP destab: 6; GalR3 antagonist: -2; MEKK3 PB1 HTS: 97; IDE cell activ: 4; CRFBP-R2 agonist: -1.6; CHRM4 PAM: -1

How did Cn1c(=O)c(C(=O)CN2CCCc3ccccc32)c(N)n(Cc2ccccc2)c1=O do in these assays?
CRFBP-R2 block: 6; PHOSPHO1 inh: 20; IDE inh: 31*; pCIP destab: -1; GalR3 antagonist: 1; MEKK3 PB1 HTS: 95; IDE cell activ: 0; CRFBP-R2 agonist: 1.8; CHRM4 PAM: -10

Results for O=C(c1cc(=O)[nH]c2ccccc12)N1CCN(c2ccccc2)CC1 ?
CRFBP-R2 block: -26; PHOSPHO1 inh: 25; IDE inh: 5; pCIP destab: -19; GalR3 antagonist: -4; MEKK3 PB1 HTS: 103; IDE cell activ: -4; CRFBP-R2 agonist: -0.9; CHRM4 PAM: -12

Results for CS(=O)(=O)N1CCC(C(=O)NNC(=O)Nc2ccc(F)c(Cl)c2)CC1 ?
CRFBP-R2 block: -4; PHOSPHO1 inh: 8; IDE inh: 0; pCIP destab: 5; GalR3 antagonist: -2; MEKK3 PB1 HTS: 101; IDE cell activ: 3; CRFBP-R2 agonist: -0.7; CHRM4 PAM: 11

Results for CCCCC(NC(=O)Cc1c(C)c2cc3c4c(oc3cc2oc1=O)CCCC4)C(=O)O (stereo unspecified) ?
CRFBP-R2 block: 3; PHOSPHO1 inh: 9; IDE inh: 10; pCIP destab: 12; GalR3 antagonist: -7; MEKK3 PB1 HTS: 102; IDE cell activ: 2; CRFBP-R2 agonist: -3.1; CHRM4 PAM: -2

How did CC(C)(C)NS(=O)(=O)c1ccc(CCC(=O)Nc2ccc3c(c2)OCCO3)cc1 do in these assays?
CRFBP-R2 block: -15; PHOSPHO1 inh: -27; IDE inh: 10; pCIP destab: 5; GalR3 antagonist: -6; MEKK3 PB1 HTS: 104; IDE cell activ: 6; CRFBP-R2 agonist: 0.1; CHRM4 PAM: 0

How did C[C@H]1COC(=O)CCCC/C=C\C[C@H](CC(=O)N(CCO)Cc2ccccc2)C(=O)N1 do in these assays?
CRFBP-R2 block: 3; IDE inh: -3; GalR3 antagonist: -2; IDE cell activ: 3; CRFBP-R2 agonist: -1.4; CHRM4 PAM: 3

Results for CN(C)CCO/N=C(\c1ccc(Br)cc1)c1cccnc1 ?
CRFBP-R2 block: -3; IDE inh: -3; GalR3 antagonist: -3; IDE cell activ: 0; CRFBP-R2 agonist: -0.5; CHRM4 PAM: -10

Results for Cc1nnc2c(N(C)S(=O)(=O)c3ccccc3)nc3ccccc3n12 ?
CRFBP-R2 block: 0; PHOSPHO1 inh: 38; IDE inh: -3; pCIP destab: -7; GalR3 antagonist: 3; MEKK3 PB1 HTS: 105; IDE cell activ: -2; CRFBP-R2 agonist: 0.6; CHRM4 PAM: 2

Results for COc1cc(C=O)ccc1OCCOCCOc1ccc(Cl)cc1 ?
CRFBP-R2 block: 1; PHOSPHO1 inh: 42; IDE inh: 7; pCIP destab: 3; GalR3 antagonist: -1; MEKK3 PB1 HTS: 108; IDE cell activ: -1; CRFBP-R2 agonist: 0.8; CHRM4 PAM: 1

Results for Cc1ccc(CC(=O)c2ccc(Cl)cc2)cc1 ?
CRFBP-R2 block: 13; PHOSPHO1 inh: 13; IDE inh: 1; pCIP destab: -1; GalR3 antagonist: -4; MEKK3 PB1 HTS: 98; IDE cell activ: 4; CRFBP-R2 agonist: -3.9; CHRM4 PAM: -2

How did Cc1nc2ccc(NC(=O)c3cc([N+](=O)[O-])cc([N+](=O)[O-])c3Cl)cc2s1 do in these assays?
CRFBP-R2 block: 29; PHOSPHO1 inh: 2; IDE inh: -1; pCIP destab: -4; GalR3 antagonist: -5; MEKK3 PB1 HTS: 103; IDE cell activ: 4; CRFBP-R2 agonist: 0.9; CHRM4 PAM: -3

How did CC(=O)Nc1cccc(C(=O)/C=C/c2ccc(C)cc2)c1 do in these assays?
CRFBP-R2 block: 7; PHOSPHO1 inh: 6; IDE inh: 3; pCIP destab: -3; GalR3 antagonist: 0; MEKK3 PB1 HTS: 99; IDE cell activ: 0; CRFBP-R2 agonist: 1.5; CHRM4 PAM: 5

How did O=C(CSc1nc2ccccc2o1)N/N=C/c1ccccc1C(=O)O do in these assays?
CRFBP-R2 block: 7; PHOSPHO1 inh: -2; IDE inh: 8; pCIP destab: -10; GalR3 antagonist: -2; MEKK3 PB1 HTS: 90; IDE cell activ: -20; CRFBP-R2 agonist: -0.2; CHRM4 PAM: -5

What do the screens show for `CCCCOc1ccc(C(=O)NC(=S)Nc2ccc(CN3CCOCC3)cc2)cc1`?
CRFBP-R2 block: -16; PHOSPHO1 inh: -8; IDE inh: 6; pCIP destab: -4; GalR3 antagonist: 2; MEKK3 PB1 HTS: 99; IDE cell activ: 3; CRFBP-R2 agonist: -1.0; CHRM4 PAM: -9

What do the screens show for `Cc1csc(NC(=O)c2ccc(N3CCCC3=O)cc2)n1`?
CRFBP-R2 block: 14; PHOSPHO1 inh: 53; IDE inh: 4; pCIP destab: -3; GalR3 antagonist: -8; MEKK3 PB1 HTS: 114; IDE cell activ: 4; CRFBP-R2 agonist: -0.9; CHRM4 PAM: 1

How did Cc1nc(SCN2C(=O)c3ccccc3C2=O)n[nH]1 do in these assays?
CRFBP-R2 block: -4; PHOSPHO1 inh: -6; IDE inh: -7; pCIP destab: 2; GalR3 antagonist: -1; MEKK3 PB1 HTS: 109; IDE cell activ: -2; CRFBP-R2 agonist: 1.4; CHRM4 PAM: 6

How did CCCNC(=O)c1cc(S(=O)(=O)N2CCCCC2)ccc1N1CCOCC1 do in these assays?
CRFBP-R2 block: 1; IDE inh: -1; GalR3 antagonist: -4; IDE cell activ: 2; CRFBP-R2 agonist: -0.3; CHRM4 PAM: 7

What do the screens show for `CCOc1nc(NCCO)nc(NCCC2=CCCCC2)n1`?
CRFBP-R2 block: 8; PHOSPHO1 inh: -1; IDE inh: 3; pCIP destab: -4; GalR3 antagonist: -4; MEKK3 PB1 HTS: 76; IDE cell activ: 4; CRFBP-R2 agonist: -0.2; CHRM4 PAM: -1

How did COc1ccc(NC(=O)c2ccccc2Oc2ccccc2)c(OC)c1 do in these assays?
CRFBP-R2 block: -5; PHOSPHO1 inh: 34; IDE inh: 2; pCIP destab: 8; GalR3 antagonist: -3; MEKK3 PB1 HTS: 104; IDE cell activ: 2; CRFBP-R2 agonist: -0.4; CHRM4 PAM: -10

How did COc1cccc(CNC(=O)C2CCCN(c3nn4c(=O)cc(C)nc4s3)C2)c1 (stereo unspecified) do in these assays?
CRFBP-R2 block: 5; PHOSPHO1 inh: 7; IDE inh: 3; pCIP destab: 3; GalR3 antagonist: 2; MEKK3 PB1 HTS: 106; IDE cell activ: 4; CRFBP-R2 agonist: -1.2; CHRM4 PAM: -1

Results for C[C@H](NC(=O)c1nc[nH]c1C(=O)N[C@@H](Cc1ccccc1)C(=O)OCc1ccccc1)C(=O)OCc1ccccc1 ?
CRFBP-R2 block: 6; PHOSPHO1 inh: 4; IDE inh: 6; pCIP destab: 12; GalR3 antagonist: 2; MEKK3 PB1 HTS: 102; IDE cell activ: -1; CRFBP-R2 agonist: 1.2; CHRM4 PAM: -2

Results for NC(=O)CC(NC(=O)Cc1ccc(Br)cc1)c1ccc(N2CCC(Cc3ccccc3)CC2)c([N+](=O)[O-])c1 (stereo unspecified) ?
CRFBP-R2 block: 35; PHOSPHO1 inh: 11; IDE inh: 1; pCIP destab: -9; GalR3 antagonist: -4; MEKK3 PB1 HTS: 100; IDE cell activ: 7; CRFBP-R2 agonist: 0.3; CHRM4 PAM: 8

Results for Cn1c(=N)n(CC(O)c2cccc3ccccc23)c2ccccc21 (stereo unspecified) ?
CRFBP-R2 block: 4; PHOSPHO1 inh: 5; IDE inh: 5; pCIP destab: -4; GalR3 antagonist: -5; MEKK3 PB1 HTS: 100; IDE cell activ: -3; CRFBP-R2 agonist: -1.3; CHRM4 PAM: -3

Results for Cc1ccc(/C(O)=C2/C(=O)C(=O)N(CCN3CCOCC3)C2c2cccs2)cc1 (stereo unspecified) ?
CRFBP-R2 block: 22; PHOSPHO1 inh: 20; IDE inh: -2; pCIP destab: -6; GalR3 antagonist: -3; IDE cell activ: -3; CRFBP-R2 agonist: -1.4; CHRM4 PAM: 8

Results for COc1cccc(OC)c1C(=O)Nc1ccccc1N1CCCC1 ?
CRFBP-R2 block: -36; PHOSPHO1 inh: -23; IDE inh: 12; pCIP destab: -6; GalR3 antagonist: 11; MEKK3 PB1 HTS: 103; IDE cell activ: 1; CRFBP-R2 agonist: -1.7; CHRM4 PAM: 0
